# All columns: NCI-60 one-dose screen, growth in % after 48 h at 10 µM unless noted; 100 = growth as untreated, 0 = no growth, -100 = all killed.
# UO-31: UO-31 renal cancer; hit rate 5.2% among 81,000; AID 1794768
# SF-295: SF-295 CNS cancer cells; hit rate 5.6% among 79,000
# U251: U251 CNS tumor cells; hit rate 5.4% among 80,000; AID 1794753
# TK-10: TK-10 renal cancer cells; hit rate 3.9% among 81,000; AID 1794769
# DU-145: DU-145 prostate cancer. hit rate 4.2% among 81,000. AID 1794760
# 786-0: 786-0 renal cancer cells; hit rate 5.1% among 81,000
# PC-3: PC-3 prostate cancer cells. hit rate 3.9% among 80,000. AID 1794754
# SN12C: SN12C renal cancer cells | hit rate 3.8% among 81,000
# SF-539: SF-539 CNS cancer. hit rate 6.8% among 81,000
# Numbers without * were called inactive; nt = no result given; & = joins results of further samples. How the source made its calls: active means growth percent below 10; inactive means the rest.
mol	UO-31	SF-295	U251	TK-10	DU-145	786-0	PC-3	SN12C	SF-539
NNC(=O)CNc1ccc2ccccc2c1	71	118	101	119	96	105	98	104	95
C1=C\CCC2OC2CC/1 (stereo not drawn)	103	nt	97	100	102	101	88	110	97
Cc1ccc(C(C)C)c(O)c1O	103	116	104	113	112	92	87	99	109
CCCCC(CC)CCC(C)OC(=O)c1ccc(Cl)cc1 (stereo not drawn)	97	103	105	108	108	103	92	105	104
O=C(CCNc1nc2ccccc2[nH]1)Nc1nc2ccccc2[nH]1	75	101	94	106	107	112	96	95	102
O=[N+]([O-])CC1=CCCCC1	97	107	104	111	105	100	75	104	108
Nc1cc2c(cc1Br)-c1ccccc1C2=O	58	104	96	120	100	99	95	nt	88
O=C(O)c1ccc(NCn2nc(-c3cc(-c4ccccc4)nc4ccccc34)n(-c3ccccc3)c2=S)cc1	103	101	97	102	100	96	96	95	98
C[N+](C)(C)CCOC(=O)CCC(=O)OCC[N+](C)(C)C	82&91	110&103	100&102	106&100	121&104	107&92	109&109	106&107	117&99
NC1CONC1=O (stereo not drawn)	123	92	110	91	116	94	94	98	109
COc1cccc(-c2nc(Nc3ccccc3S(N)(=O)=O)c3ccccc3n2)c1	93	100	66	110	103	81	112	93	50
O=C(Nc1cc(Cl)ccc1Cl)c1ccc(S(=O)(=O)NCc2ccco2)cc1	98	120	89	176	115	98	97	103	109
CN(C)CCCOc1ccccc1NC1=C(Cl)C(=O)C(Nc2ccccc2OCCCN(C)C)=C(Cl)C1=O	-99*	-59*	-86*	-98*	-97*	-95*	-21*	-87*	-97*
O=c1[nH]c(=O)c2ncn(C3OC(CO)C(O)C3O)c2[nH]1 (stereo not drawn)	96	103	95	87	112	101	90	105	103
N[C@@H]1[C@@H](O)[C@H](O)[C@@H](CO)O[C@H]1O	118	102	99	nt	108	109	105	99	109
CCOC(=O)C(NC(=O)NC)C(=O)OCC	93	107	102	101	123	109	104	95	97
N#Cc1c(N)[nH]c(S)c1C#N	88	88	101	111	112	107	88	108	98
CCCCCCCCCCCCCCCCCCOc1ccccc1CCCOP(=O)(O)OCC[N+](C)(C)C	69	52	39	1.7*	75	85	0.3*	61	91
COc1cc(C(=O)OCCC(C)C)cc(OC)c1O	77	125	92	98	103	105	101	91	89
O=c1[nH]ccc(=S)[nH]1	93	100	87	92	106	100	99	102	103
Cn1c(N2N=C(c3ccc(Cl)cc3)CC2c2ccccc2)nc(-c2ccccc2)c(C#N)c1=O (stereo not drawn)	60	85	nt	117	89	84	50	67	103
Cc1ccc2[nH]c(O)c(N=NC(=O)c3cc4ccccc4[nH]3)c2c1	81	100	99	124	103	105	106	98	99
CCCCCCCCOc1ccc(/C=C/C(=O)c2ccc(OC)cc2)cc1	62	99	92	104	113	92	93	89	98
CCOC(=O)C1=C(C)N=C2SC=C(c3ccccc3)N2[C@H]1c1cn[nH]c1-c1ccc(Cl)cc1	-33*	41	31	63	65	50	35	49	44
COc1ccc(Cn2cc3c(c2-c2ccccc2)CCCc2cnoc2-3)cc1[N+](=O)[O-]	56	69	77	109	84	88	70	82	71
COc1cc2cc(CNc3ccc(Nc4nccc(-c5ccc(Cl)cc5)n4)cc3)c(=O)[nH]c2cc1OC	82	106	89	101	94	103	83	87	103
CCCCNc1ncnc2c1cnn2C	88	115	96	116	112	108	97	87	92
CC(C)c1cc(NC(=O)Cc2ccc(F)c(Cl)c2)n(Cc2ccccc2)n1	84	98	95	103	110	100	97	99	97
COc1cc(Nc2nc3ccccc3cc2C(=O)N2CCN(c3ccc(F)cc3)CC2)cc(OC)c1OC	57	96	85	106	95	106	58	85	86
O=C(Nc1ccc(Oc2cccc(F)c2)c(Cl)c1)c1ccncc1	68	40	72	77	91	77	79	82	83
O=C(c1ccc(F)cc1)C1CCN(CCCn2c(=O)[nH]c3ccccc32)CC1	71	nt	95	98	98	104	87	92	104
COc1ccc(OC)c(-c2cc(-c3ccc(Cl)cc3)c(C#N)c(SC)n2)c1	54	59	58	50	67	25	68	58	43
O=C1Nc2ccccc2/C1=C\c1c(-c2ccc(F)cc2)nc2ncccn12	57	102	102	114	97	99	83	96	94
CSc1nc(NC=O)cc(=O)n1C	80	107	102	nt	nt	107	nt	105	106
CCN1CCN(C(=O)[C@]23CCC(C)(C)C[C@H]2C2=CC[C@@H]4[C@@]5(C)C/C(=C/c6ccccn6)C(=O)C(C)(C)[C@@H]5CC[C@@]4(C)[C@]2(C)CC3)CC1	74	98	90	114	96	92	53	90	93
COC(=O)CNc1nc(N(C)O)nc(N(C)O)n1	36	45	37	50	35	26	38	50	48
O=C1C[C@H](c2cccc3ccccc23)Cc2ccccc2O1	73	92	93	106	106	102	84	92	95
Cc1ccc(Cc2cnc(NC(=O)C(=S)N3CCOCC3)s2)cc1	82	100	104	103	107	102	98	102	98
O=C(O)c1ccc(-c2nn(-c3ccc(C(F)(F)F)cc3)cc2CNc2ccc(Cl)cc2)cc1	51	72	57	113	80	97	64	69	89
CCC(/C(=N\Nc1c(Cl)cc(Cl)cc1Cl)c1ccccc1)n1ccnc1C (stereo not drawn)	42	81	76	113	95	86	47	83	88
O=C(Cc1csc2ccccc12)NCC1CC1	87	95	nt	96	110	98	94	95	98
Fc1cc(-c2nnc(Nc3ccccc3Cl)o2)cc(F)c1F	75	96	88	115	115	99	79	93	99
COC(=O)CCN(C(=O)OC)c1ccccc1	101	nt	96	112	110	97	97	100	111
Cn1cc(-c2cc3ncnc(Nc4ccc(CC(=O)Nc5cc(C(C)(C)C)on5)cc4)c3s2)cn1	11	50	54	18	30	36	47	15	16
COC(=O)c1ccc2c(=O)[nH]c(CSc3nc4ccccc4c(=O)n3C)nc2c1	82	95	96	147	116	101	108	104	103
COC(=O)c1ccccc1N(C)C	87	99	112	95	108	102	100	103	115
O=C(Nc1ccc(Cl)cc1)N1CCN(c2ccc3nncn3n2)CC1	36	-87*	-75*	42	36	-86*	16	54	-87*
C#CCNC(=O)c1cc(C(=O)c2ccccc2)n2ccc(C)cc12	76	100	nt	88	103	90	89	84	98
COC(=O)COc1ccc(/C=N/NC(=O)Cn2c(C(C)C)nc3ccccc32)cc1OC	86	102	99	108	115	102	98	102	99
CCCCCNc1ncnc2[nH]ncc12	89	103	103	98	106	nt	98	100	104
CC[C@@]1(OC(=O)CN(C)C)C(=O)OCc2c1cc1n(c2=O)Cc2cc3c(N)cccc3nc2-1	-51*	-7.0*	4.0*	20	4.9*	0.9*	18	7.9*	-31*
COc1ccc2c(c1)C(=O)/C(=C/c1ncc([N+](=O)[O-])n1C)O2	-46*	-18*	-25*	-38*	-14*	-26*	101	-12*	-29*
Cn1cc(-c2csc(-c3c[nH]c4ncccc34)n2)c2ccccc21	46	84	79	103	82	97	60	78	nt
Cn1c(I)c(C#CCO[Si](C)(C)C(C)(C)C)c(=O)[nH]c1=O	25	101	109	93	100	99	96	114	104
COc1ccc(OC)c(NC(=O)Oc2ccc(C#N)cc2)c1	nt	97	110	108	108	102	96	96	93
O=C1N2CN(CC3CC3)CN3C(=S)N4CN(CC5CC5)CN1C4C23 (stereo not drawn)	88	99	96	96	108	100	94	94	98
CCCCNc1nnc(C(=O)c2c[nH]c3ccccc23)o1	91	109	99	119	107	104	94	96	109
O=[N+]([O-])c1ccc(S(=O)(=O)OCCCCOS(=O)(=O)c2ccc([N+](=O)[O-])cc2)cc1	90	105	104	113	107	99	98	97	104
COc1cc(CC(C(=O)OC(C)(C)C)C(=O)OC(C)(C)C)cc(OC)c1OC	93	90	100	132	109	106	84	98	102
C=CCNC(=S)NNc1cc(=O)[nH]c2ccc(Br)cc12	73	105	94	115	108	98	98	98	93

# (list continues)
mol	UO-31	SF-295	U251	TK-10	DU-145	786-0	PC-3	SN12C	SF-539
Cc1ccc(-c2nc(C#N)co2)cc1	94	106	101	102	117	103	104	100	106
CC1=CC(C)=Nc2ccc(Cl)cc2N1	86	107	101	117	106	106	92	104	100
C(=N/N=C/c1cccnc1)/c1cccnc1	88	103	109	101	103	109	101	101	103
NS(=O)(=O)c1ccc(NCCC(=O)c2ccccc2)cc1	94	106	103	98	111	106	101	111	93
COc1ccc(C(=O)Cn2cnc3c(Nc4cc(C(=O)Nc5ccc(CCN6CCN(c7ccccc7)CC6)cc5)ccc4C)ncnc32)cc1	81	95	96	121	96	97	97	93	103
CCNC(=O)Oc1ccc(/C(=C(/C)Cc2ccc(OC)cc2)c2ccc(OCCN(C)C)cc2)cc1	61	93	69	79	98	84	72	81	90
COc1cc(-c2ccc3ncnc(N4CCc5ccc(Cl)cc54)c3c2)cnc1Cl	5.1*	35	46	30	11	14	14	27	25
O=[N+]([O-])c1ccccc1N/N=C/c1ccccc1	73	92	101	123	104	99	96	94	96
COc1ccc(OC)c(-c2nc3cc4nc5ccccc5[nH]c4cc3n2)c1	85	97	102	113	107	97	84	104	96
COc1cc(-c2nc(SCCC(C)C)nc(N3CCNCC3)c2C#N)cc(OC)c1OC	85	107	105	105	113	105	104	103	105
O=C(O)c1cn(C2CC2)c2cc(N3CCN(Cc4ccc5ccccc5c4O)CC3)c(F)cc2c1=O	42	44	46	68	11	38	39	33	-4.7*
O=C1CSC(c2ccc(O)cc2)N1c1nnc(Cn2cnnc2)o1 (stereo not drawn)	92	39	110	131	93	94	89	86	98
CCOC(=O)C(CCC(OCC)OCC)C(C)=O (stereo not drawn)	95	nt	93	113	102	99	89	103	81
CN(C)c1ccc(/C=C(\C#N)c2ccc([N+](=O)[O-])cc2)c(Cl)c1	88	100	96	98	108	97	85	103	106
CC(C)C(C(=O)O)n1c(O)c(/C=C2/C=c3cc4c(cc3=NC2=O)OCO4)sc1=S (stereo not drawn)	78	102	106	90	115	105	106	97	104
O=c1[nH]c(=S)[nH]c2sc3c(c12)CCC1(C3)OCCO1	67	94	96	87	103	90	94	102	99
O=[N+]([O-])c1ccccc1N=P(c1ccccc1)(c1ccccc1)c1ccccc1	82	99	97	121	112	106	102	103	111
CN1CCN(CC#CCOC(=O)CNC(=O)[C@]23CCC(C)(C)C[C@H]2C2=CC[C@@H]4[C@@]5(C)CC[C@H](O)C(C)(C)[C@@H]5CC[C@@]4(C)[C@]2(C)CC3)CC1	63	97	83	109	97	80	83	82	83
O=C(N/N=C\c1cc(Cl)ccc1[N+](=O)[O-])c1ccco1	104	108	97	128	108	96	100	100	92
CCCNC(=O)Oc1ccc(/C(=C(/C)Cc2ccc(OC)cc2)c2ccc(OCCN3CCOCC3)cc2)cc1	87	101	99	92	106	97	85	95	105
Cc1ccc(/C=C(\C#N)n2nc3cc(F)c(F)cc3n2)cc1	83	100	95	115	93	96	100	98	100
CCCCS(=O)(=O)OCC1CCC(=O)N1 (stereo not drawn)	93	100	104	100	109	100	101	104	108
C[C@@H](C[C@H](CCO)c1ccccc1)c1ccc2ccccc2c1	-86*	-89*	-95*	-6.8*	-41*	-91*	-89*	-81*	-83*
O=C(Nc1ccccc1)Nc1nc2ccc([N+](=O)[O-])cc2[nH]1	44	66	55	39	56	67	46	63	62
C=C(C)[C@@H]1CC[C@]2(C#N)CC[C@]3(C)[C@H](CC[C@@H]4[C@@](C)(CCC#N)[C@H](C(=C)C)CC[C@]43C)[C@@H]12	79	84	99	85	94	84	65	101	89
O=S(=O)(O)c1cccc2c1oc1ccccc12	86	98	102	104	113	nt	96	102	103
O=S(=O)(Cc1ccc(Cl)cc1Cl)c1ccc(Cl)cc1	46	2.2*	26	33	41	30	31	49	13
CS(=O)(CCCCN=C=S)=NC(=O)c1c(F)c(F)c(F)c(F)c1F (stereo not drawn)	90	98	90	77	91	89	89	91	nt
COc1ccc(/C=C2/C3=C([C@@H](c4ccc(OC)cc4OC)C(C#N)=C(N)O3)[C@H]3CCC2N3C)c(OC)c1	47	71	74	82	98	73	62	73	81
CCOC(=O)c1ccc(Nc2ncnc3ccc(NC(=O)c4ccccc4)cc23)cc1	73	95	94	65	105	87	83	102	101

# Among those listed so far, these have a nitro group on carbon:
mol	UO-31	SF-295	U251	TK-10	DU-145	786-0	PC-3	SN12C	SF-539
O=[N+]([O-])CC1=CCCCC1	97	107	104	111	105	100	75	104	108
COc1ccc(Cn2cc3c(c2-c2ccccc2)CCCc2cnoc2-3)cc1[N+](=O)[O-]	56	69	77	109	84	88	70	82	71
COc1ccc2c(c1)C(=O)/C(=C/c1ncc([N+](=O)[O-])n1C)O2	-46*	-18*	-25*	-38*	-14*	-26*	101	-12*	-29*
O=[N+]([O-])c1ccc(S(=O)(=O)OCCCCOS(=O)(=O)c2ccc([N+](=O)[O-])cc2)cc1	90	105	104	113	107	99	98	97	104
O=[N+]([O-])c1ccccc1N/N=C/c1ccccc1	73	92	101	123	104	99	96	94	96
CN(C)c1ccc(/C=C(\C#N)c2ccc([N+](=O)[O-])cc2)c(Cl)c1	88	100	96	98	108	97	85	103	106
O=[N+]([O-])c1ccccc1N=P(c1ccccc1)(c1ccccc1)c1ccccc1	82	99	97	121	112	106	102	103	111
O=C(N/N=C\c1cc(Cl)ccc1[N+](=O)[O-])c1ccco1	104	108	97	128	108	96	100	100	92
O=C(Nc1ccccc1)Nc1nc2ccc([N+](=O)[O-])cc2[nH]1	44	66	55	39	56	67	46	63	62

# From PubChem BioAssay
